pCIP destab: p/CIP-EGFP fusion destabilizers, primary screen, fluorescence, F442A cells | actives 0.01% (n = 290,000) | Q05BA5 | decrease of EGFP signal, % at 10 µM | 16 h | AID 1984, 2009;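 active means EGFP signal decrease of at least 30% at 10 µM or well 3 SD below plate mean, unless failing retest; inactive means the rest, including hits failing retest or dose response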; further: some compounds called inactive have numbers as strong as hits; many of its hits are not listed in these tables
IDE cell activ: human IDE activators in live cells, primary screen, fluorescence polarization, HEK cells, FAbeta-B substrate. actives 0.073% (n = 340,000). FAbeta-B cleavage; 0% vehicle, 100% cell-free pure enzyme wells. activation, % at 5.96 µM. AID 493087, 2011;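 active means activation above the mean of all tested compounds plus 3 SD, set per screening campaign, cut at about 17% in these data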
NS3 helicase inh: inhibitors of HCV NS3 helicase, primary screen, biochemical, Cy5 molecular beacon fluorescence; Hepatitis C virus NS3 helicase; NS3 helicase DNA unwinding; inhibition, % at 10.9 µM; actives 0.56% (n = 290,000);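 active means inhibition above the mean of all tested compounds plus 3 SD, set per campaign, cut at about 35% in these data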;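 further: 0% = DMSO wells and 100% = thioflavine S control wells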
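Assay system: hepatitis C virus NS3 helicase domain fragment enzyme. Also added: annealed dual-labelled DNA beacon duplex, ATP-started. Timing: 1 h reaction at 25 °C, ATP-initiated. Technique: Cy5 fluorescence at 0 and 60 min, beacon hairpin quenching. Evaluation: % inhibition of unwinding. Replication: one well per compound.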
GalR3 antagonist: GalR3 antagonists in HEK293 cells, primary screen, cell-based, fluorescence readout; Galanin receptor type 3 (Homo sapiens), O60755; HEK293 GalR3-CNG cAMP membrane potential fluorescence; galR3 body fused to GalR1 C-terminus; inhibition, % at 3 µM; actives 0.44% (n = 360,000); AID 651719, 2012;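 active means inhibition above the screen-wide average plus 3 SD, cut at about 13% in these data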;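 further: forskolin and galanin both at EC90 stimulate the cells; cAMP rise reported by CNG channel membrane potential dye signal; 0% = forskolin plus galanin with DMSO and 100% = forskolin alone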
VIM-2 inhibitor: VIM-2 metallo-beta-lactamase inhibitors, primary screen, biochemical, epi-absorbance readout, Pseudomonas aeruginosa enzyme. purified VIM-2, nitrocefin hydrolysis, epi-absorbance fluorescence. inhibition, % at 5.6 µM. actives 0.89% (n = 290,000). AID 1527, 2009;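 active means inhibition above the mean of all tested compounds plus 3 SD, cutoff set per screening run, cut at about 7.5% in these data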;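 further: red hydrolysis product quenches plate fluorescence so inhibitors raise well fluorescence; 0% = enzyme with DMSO and 100% = DMSO without enzyme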
SUMO HTRF inh: inhibitors of in vitro SUMOylation cascade, primary screen, biochemical, HTRF, uHTS. inhibition, % at 35 µM. SUMO-conjugating enzyme UBC9 (Homo sapiens), P63279. HTRF SUMOylation assay, SAE1/SAE2 + UBC9. actives 0.36% (n = 290,000); in the data active means inhibition above about 50%, passing the limit was not always enough; further: strong numbers were not always called active
IMP-1 inh: IMP-1 metallo-beta-lactamase inhibitors, primary screen, biochemical, epi-absorbance readout, Pseudomonas aeruginosa enzyme. metallo-beta-lactamase IMP-1 (Pseudomonas aeruginosa). purified IMP-1, nitrocefin hydrolysis, epi-absorbance fluorescence. inhibition, % at 5.6 µM. actives 0.45% (n = 290,000);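 active means inhibition above the mean plus 3 SD of all compounds in the same screening run, cut at about 4.5% in these data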;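 further: 0% = IMP-1 with DMSO and 100% = DMSO wells lacking enzyme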
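Assay system: purified IMP-1; Quantity: IMP-1 0.2 nM before substrate addition; Medium: HEPES buffer pH 7.1 with ZnSO4 and Brij 35; Incubation: 15 min enzyme–compound preincubation, then 25 min nitrocefin reaction, 25 °C; Signal: fluorescence quenching readout, ex 480/em 530 nm; Controls: DMSO with and without IMP-1; Repeats: singlicate testing.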
CRFR2-BP antag: antagonists of CRF-BP/CRF-R2 complex, primary screen, cell-based, HEK293, calcium dye fluorescence, uHTS | CRF-induced calcium fluorescence | inhibition, % at 11.8 µM | actives 0.59% (n = 350,000) | AID 588475, 2011;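 active means inhibition of the ligand-induced calcium signal above about 50% at the single tested concentration, limit read from the data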
IDE inh: human IDE inhibitors in live cells, primary screen, fluorescence polarization, HEK cells, FAbetaB substrate | Insulin-degrading enzyme (Homo sapiens), P14735 | FAbetaB cleavage | inhibition, % at 5.59 µM | actives 0.41% (n = 320,000) | AID 434962, 2010;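 active means percent inhibition above the average of all tested compounds plus 3 SD, set per screening campaign, cut at about 16% in these data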;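 further: IDE supplied by intact live HEK cells; FP after avidin binding of uncleaved biotin substrate so inhibition keeps polarization high; 0% = DMSO wells and 100% = 60 µM reference IDE inhibitor Ii1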
The depositor's hits bear a star; . = no result given.

SMILES	pCIP destab	IDE cell activ	NS3 helicase inh	GalR3 antagonist	VIM-2 inhibitor	SUMO HTRF inh	IMP-1 inh	CRFR2-BP antag	IDE inh
Clc1ccc(-n2ncc3c(NCC4CCCO4)ncnc32)cc1 (stereo unspecified)	2	2	-1	0	-0.5	-5	-2.7	-2	7
CCN(CC)S(=O)(=O)c1ccc2c(c1)N(CC(=O)Nc1cccnc1Cl)C(=O)CO2	11	-1	5	-6	-2.5	12	-2.2	-4	0
Cc1cc(SC#N)cc(C)c1NC(=O)CCl	-23	3	-4	2	-0.4	-9	-2.9	4	9
Nc1nnc(-c2cn(-c3ccccc3)nc2-c2ccc(Cl)cc2)o1	-6	3	-8	-8	-2.6	-31	-3.5	-16	0
COc1ccc(Cc2noc(CN3CCCC(OCc4ccccn4)C3)n2)cc1OC (stereo unspecified)	0	6	1	-4	-1.2	-1	-2.0	-17	2
O=C(Cc1cccc(C(F)(F)F)c1)NCC(=O)Nc1cc(Cl)ccc1Cl	-5	-2	0	-9	-2.9	18	-3.0	0	1
NC(=O)CCC(=O)N1CCCC(C(=O)c2ccc(C(F)(F)F)cc2)C1 (stereo unspecified)	-10	2	-10	-10	0.8	4	-3.0	-7	-4
CN(C)c1cc(N)c2ccccc2n1 (tested in a mixture with another compound)	-2	13	-3	-6	-2.1	10	-0.1	-8	9
Cc1cc(C)c(S(=O)(=O)N2CCCOC2CNC(=O)C(=O)NCc2ccncc2)c(C)c1 (stereo unspecified)	2	1	6	-3	-3.3	5	-3.5	-2	0
CCC1CCCCN1Cc1ccc(N)cc1 (stereo unspecified)	4	0	4	-7	-2.6	7	-2.5	-12	5
Cc1ccc(C(C)C)c(OCc2nc(-c3nonc3N)no2)c1	-33	0	-7	-1	-3.5	5	-4.4	6	3
N#Cc1c(-c2ccncc2)c2c([nH]c1=S)CCCC2	-6	-11	5	0	-2.2	8	-5.0	5	2
CC1(C)CC(=O)C=C(NCCCNC2CCCCC2)C1	-14	1	-2	-4	-2.1	-2	-1.1	-9	2
CCC(=O)Nc1nnc(S(=O)(=O)N(CC)c2ccc(OC)cc2)s1	-9	1	-5	-8	-2.3	-11	-2.4	7	0
O=C(COC(=O)CCCNC(=O)c1ccc(Cl)cc1)Nc1cc(Cl)c(Cl)cc1Cl	-6	5	-1	-2	-0.9	-14	-0.5	10	-3
CCOC(=O)c1c(NC(=O)Cn2nnc(-c3ccccc3Cl)n2)sc(C)c1C	0	2	-3	-3	-3.6	16	-1.3	5	1
CCOc1ccc(NC(=O)CN2CCN(CC(=O)Nc3ccc(OC)cc3)CC2)cc1	-2	4	5	1	0.4	-4	-0.8	-31	-2
O=C(Nc1cc(N2CCCCC2)ncn1)c1ccc(F)cc1	-12	4	-2	-6	-4.7	18	-3.6	-11	0
CS(=O)(=O)c1ccc(N2CCN(S(=O)(=O)c3cccs3)CC2)c([N+](=O)[O-])c1	.	1	.	-2	.	.	.	12	8
CCOC(=O)CNC(=O)C1(/C=C/c2ccccc2)CC(=O)N1c1ccc(OC)cc1 (stereo unspecified)	-5	-2	-14	-12	0.4	-3	-1.4	10	-6
COc1ccccc1NC(=O)N1CCN(C(=O)Nc2ccccc2OC)CC1	-6	5	-5	1	0.1	17	-0.1	1	-2
Cc1cccc(Nc2c(-c3ccc(N4CCOCC4)cc3)nc3ncccn23)c1	-17	-5	-1	-2	-2.7	2	-2.9	4	-2
Cc1cc(C)cc(NC(=O)CSc2nnnn2-c2cccnc2)c1	-7	4	2	-9	-2.0	-3	-0.8	8	6
Cc1cccnc1-n1c(CCN2C(=O)c3ccccc3C2=O)nc2ccccc2c1=O	-4	1	-10	0	-1.9	-5	-2.2	-17	5
CC(C)CN(C(=O)C1CC1)C1CCS(=O)(=O)C1 (stereo unspecified)	.	1	.	4	.	.	.	10	4
Cc1ccc(C(C)C)cc1OCC(=O)N1CCN(C(=O)c2ccco2)CC1	.	-3	.	2	.	.	.	-9	-10
CCOc1ccc(OCCC(=O)OCC(=O)NC2CC2)cc1	.	5	.	-1	.	.	.	5	5
Cn1c(=O)oc2cc(S(=O)(=O)NCc3ccc(Cl)cc3)ccc21	-3	7	-6	-8	1.3	3	-0.1	7	-1
CCc1ccc(CNc2ccc3c(c2)ncn3C(C)(C)C)cc1	-1	-2	-21	-2	-3.0	5	-5.1	-41	4
CNc1snc(C)c1C(=O)OCC(=O)NCc1ccccc1OC	.	4	.	-5	.	.	.	1	3
CC(C)Nc1ccc(C(CC(N)=O)NC(=O)Cc2cccc3ccccc23)cc1[N+](=O)[O-] (stereo unspecified)	6	-2	.	-2	.	8	.	1	4
CCOC(=O)c1ccc(N=c2ssnc2Cl)cc1	-4	-14	16	-4	-5.5	5	-2.0	4	.
Cc1ccc(NC(=O)c2ncc(Cl)c(Cl)c2Cl)cc1C	13	-1	13	-3	-0.3	9	2.7	-4	9
CC/C(=N/NC(=O)c1ccc(Br)o1)c1ccc(Cl)cc1	-5	2	0	-7	-4.3	14	-1.5	-7	2
COc1ccc(C)cc1S(=O)(=O)N(C)CC(=O)Nc1ccc2c(c1)OCCO2	-9	1	4	-8	-1.3	5	-2.5	-8	-3
Cc1cccc(/C=N/n2c(C3CCCCC3)n[nH]c2=S)c1	-4	-10	18	.	-1.4	-6	-2.6	0	4
COc1cc(N2C(=O)CSC23C(=O)Nc2ccccc23)cc(OC)c1OC (stereo unspecified)	-10	5	-9	-7	-1.2	18	-0.5	2	2
CN(C)c1ccc(/C=c2\sc3nc(-c4ccccc4)nn3c2=O)cc1	2	.	9	.	-3.8	-12	-4.4	.	.
COC(=O)c1ccc(C)c(NC(=O)Cc2ccc([N+](=O)[O-])cc2)c1	-11	.	-1	-5	-4.1	24	-4.0	.	-3
O=C(c1ccc(-c2ccccc2)cc1)N1CCC(C(=O)N2CCCC2)CC1	-5	-9	-3	-9	-1.5	0	-4.1	13	12
O=C(CSc1nc(O)cc(=O)n1-c1ccccc1)c1ccc(Br)cc1	-3	1	25	3	-0.4	16	0.7	-20	1
CC1CN(C(=O)COC(=O)c2ccc(F)cc2Cl)CC(C)O1 (stereo unspecified)	-9	6	-14	-8	-0.7	6	-2.2	-9	4
O=C(NCCc1ccccc1)c1cccnc1	0	4	-2	-3	-3.4	-13	-0.8	6	5
Cn1c(=O)c(C#N)c(-c2ccccc2)n2cnnc12	-9	2	-4	-5	-2.5	12	-3.2	22	-1
CC(=O)NCCc1ccc(C(=O)COC(=O)c2cc(C)oc2C)cc1	.	-1	.	-1	.	.	.	8	7
COc1cc(C2C(C(=O)c3ccc(C)o3)=C(O)C(=O)N2c2cc(C)on2)ccc1OCc1ccccc1 (stereo unspecified)	-5	7	84*	-7	-2.9	-16	-3.1	-1	-2
Cc1ccc(-c2nc(CN(C)C3CCOCC3)c(C)o2)s1	-8	5	3	-7	-4.1	23	-1.4	18	7

Quoted at random: 6 compounds from above.
SMILES	pCIP destab	IDE cell activ	NS3 helicase inh	GalR3 antagonist	VIM-2 inhibitor	SUMO HTRF inh	IMP-1 inh	CRFR2-BP antag	IDE inh
CC(=O)NCCc1ccc(C(=O)COC(=O)c2cc(C)oc2C)cc1	.	-1	.	-1	.	.	.	8	7
Cn1c(=O)c(C#N)c(-c2ccccc2)n2cnnc12	-9	2	-4	-5	-2.5	12	-3.2	22	-1
COc1cc(C2C(C(=O)c3ccc(C)o3)=C(O)C(=O)N2c2cc(C)on2)ccc1OCc1ccccc1 (stereo unspecified)	-5	7	84*	-7	-2.9	-16	-3.1	-1	-2
O=C(CSc1nc(O)cc(=O)n1-c1ccccc1)c1ccc(Br)cc1	-3	1	25	3	-0.4	16	0.7	-20	1
Cc1ccc(-c2nc(CN(C)C3CCOCC3)c(C)o2)s1	-8	5	3	-7	-4.1	23	-1.4	18	7
O=C(NCCc1ccccc1)c1cccnc1	0	4	-2	-3	-3.4	-13	-0.8	6	5

Full records, looked up by structure:
Record of O=C(CSc1nc(O)cc(=O)n1-c1ccccc1)c1ccc(Br)cc1 = pCIP destab = -3; IDE cell activ = 1; NS3 helicase inh = 25; GalR3 antagonist = 3; VIM-2 inhibitor = -0.4; SUMO HTRF inh = 16; IMP-1 inh = 0.7; CRFR2-BP antag = -20; IDE inh = 1
Record of CC(=O)NCCc1ccc(C(=O)COC(=O)c2cc(C)oc2C)cc1 = pCIP destab = .; IDE cell activ = -1; NS3 helicase inh = .; GalR3 antagonist = -1; VIM-2 inhibitor = .; SUMO HTRF inh = .; IMP-1 inh = .; CRFR2-BP antag = 8; IDE inh = 7

Compound activity from PubChem BioAssay.
